# Compound activity: PubChem BioAssay, several laboratories
# SKN-1 block: C. elegans SKN-1 inhibition | C. elegans VP596 Pgst-4::GFP/RFP ratio, acrylamide-induced, 24 h | inhibition, % at 21.8 µM | hit rate 0.49% among 360,000 | AID 624304;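 active = interference check ratio from 0.5 to 1.5 plus GFP to RFP signal ratio inhibition reaching or exceeding a fixed threshold, cut at about 30% in these data, passing the limit was not always enough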; note: some compounds called inactive have numbers as strong as hits
# Neddylation inh: inhibitors of human cullin neddylation | P61081+Q13564 | TR-FRET cullin neddylation, biochemical | calls only at 25 µM | hit rate 0.58% among 360,000 | AID 651699; in the data active = inhibition above about 36%
# MT1-MMP act inh: blocks activation of human MT1-MMP; hit rate 0.061% among 360,000; P50281; GFP/RFP ratio change, % at 20 µM; AID 651647; HT1080 RFP-PRO-GFP cells, GFP/RFP ratio fluorescence, overnight; percent of plate control window, DMSO zero;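 active = GFP/RFP ratio change of at least 30% with cell ATP level not reduced by more than half and red fluorescence within 50% of control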; note: strong numbers were not always called active
#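 Assay system: HT1080 RFP-PRO-GFP cells | Dosing: 20 µM single dose, 1% DMSO | Incubation: Cells overnight before dosing, compound overnight, 37 °C, 5% CO2 | Evaluation: GFP/RFP fluorescence ratio | Control set: DMSO-only wells and HT1080 RFP-L50D-GFP cell wells as references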
# FAS TE block: FAS thioesterase (human) inhibition; P49327; recombinant FAS-TE, OMFH fluorogenic substrate, fluorescence endpoint; inhibition, % at 15 µM; hit rate 0.67% among 360,000;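 active = compounds whose normalised, plate-corrected inhibition of enzyme fluorescence in the single-dose primary screen is 50% or more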;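 note: 0% = DMSO with enzyme and 100% = substrate without enzyme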
# E coli Lon inh: inhibitors of E. coli Lon protease. hit rate 0.42% among 360,000. inhibition, % at 7.94 µM. purified E. coli Lon protease, fluorescence polarization. P0A9M0; in the data active = inhibition above about 13%, passing the limit was not always enough;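 note: 0% = enzyme with probe and DMSO and 100% = no enzyme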
# bovine MsrA act: activates bovine MsrA enzyme | hit rate 0.3% among 360,000 | activation, % at 10.6 µM | purified bovine MsrA, absorbance read-out | AID 602163; in the data active = activation above about 7.5%;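 note: 0% = vehicle and 100% = reference activator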
# MLLE-PAM2 inh: inhibitors of microRNA-mediated deadenylation, human PABP1 MLLE binding; GST-MLLE / FITC-PAM2 fluorescence polarization; inhibition, % at 20 µM; hit rate 0.36% among 360,000; P11940; AID 588489; in the data active = inhibition above about 35%, passing the limit was not always enough;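 note: plate controls were DMSO wells with GST-MLLE for no effect and wells lacking GST-MLLE protein for full effect; some results filed as inactive read as strong as hits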
# CendR NRP1 mod: NRP-1/CendR interaction modulation; O14786; inhibition, % at 25 µM; AID 602438; FAM-RPARPAR peptide binding to NRP-1, fluorescence polarization; hit rate 0.85% among 360,000;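 active = inhibition or corrected inhibition above about 18%, plus a signal ratio from 0.5 to 1.5, limit read from the data, passing the limit was not always enough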; note: strong numbers were not always called active
# Rin1 Abl inh: inhibitors of human Rin1-Abl protein interaction; TR-FRET Rin1/Abl binding, biochemical; hit rate 0.4% among 360,000; AID 588664; inhibition, % at 7.35 µM; in the data active = inhibition above about 5%, passing the limit was not always enough
# Target sequence (P00519 whole entry, looked up): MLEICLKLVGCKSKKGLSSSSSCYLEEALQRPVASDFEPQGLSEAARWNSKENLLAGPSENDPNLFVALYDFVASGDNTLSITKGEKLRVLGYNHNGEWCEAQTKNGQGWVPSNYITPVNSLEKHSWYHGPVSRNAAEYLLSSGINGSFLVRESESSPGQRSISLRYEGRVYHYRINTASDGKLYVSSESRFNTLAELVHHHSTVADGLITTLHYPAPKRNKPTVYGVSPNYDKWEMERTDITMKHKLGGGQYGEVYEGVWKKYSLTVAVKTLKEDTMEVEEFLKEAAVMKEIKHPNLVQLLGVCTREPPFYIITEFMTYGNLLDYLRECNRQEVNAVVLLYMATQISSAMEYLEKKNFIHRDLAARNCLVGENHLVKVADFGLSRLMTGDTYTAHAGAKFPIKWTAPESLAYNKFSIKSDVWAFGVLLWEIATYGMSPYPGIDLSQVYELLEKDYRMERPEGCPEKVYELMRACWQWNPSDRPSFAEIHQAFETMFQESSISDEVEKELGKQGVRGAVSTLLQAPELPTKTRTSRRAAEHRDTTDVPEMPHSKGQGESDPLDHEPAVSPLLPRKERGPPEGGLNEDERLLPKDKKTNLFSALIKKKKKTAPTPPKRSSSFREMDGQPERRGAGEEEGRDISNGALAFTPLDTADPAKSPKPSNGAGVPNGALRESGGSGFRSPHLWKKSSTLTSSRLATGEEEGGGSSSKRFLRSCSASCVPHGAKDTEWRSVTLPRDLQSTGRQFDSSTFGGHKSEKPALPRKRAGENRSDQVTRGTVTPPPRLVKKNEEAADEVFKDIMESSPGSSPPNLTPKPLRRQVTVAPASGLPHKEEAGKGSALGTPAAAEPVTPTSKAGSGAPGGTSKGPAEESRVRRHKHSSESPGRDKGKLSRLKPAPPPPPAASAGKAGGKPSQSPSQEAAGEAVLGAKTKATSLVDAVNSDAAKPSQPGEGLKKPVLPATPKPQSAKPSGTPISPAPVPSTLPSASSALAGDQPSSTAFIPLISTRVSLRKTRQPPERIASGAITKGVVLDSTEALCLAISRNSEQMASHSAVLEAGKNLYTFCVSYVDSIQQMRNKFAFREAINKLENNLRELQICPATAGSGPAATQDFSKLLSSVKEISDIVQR
# Target sequence (Q13671 whole entry, looked up): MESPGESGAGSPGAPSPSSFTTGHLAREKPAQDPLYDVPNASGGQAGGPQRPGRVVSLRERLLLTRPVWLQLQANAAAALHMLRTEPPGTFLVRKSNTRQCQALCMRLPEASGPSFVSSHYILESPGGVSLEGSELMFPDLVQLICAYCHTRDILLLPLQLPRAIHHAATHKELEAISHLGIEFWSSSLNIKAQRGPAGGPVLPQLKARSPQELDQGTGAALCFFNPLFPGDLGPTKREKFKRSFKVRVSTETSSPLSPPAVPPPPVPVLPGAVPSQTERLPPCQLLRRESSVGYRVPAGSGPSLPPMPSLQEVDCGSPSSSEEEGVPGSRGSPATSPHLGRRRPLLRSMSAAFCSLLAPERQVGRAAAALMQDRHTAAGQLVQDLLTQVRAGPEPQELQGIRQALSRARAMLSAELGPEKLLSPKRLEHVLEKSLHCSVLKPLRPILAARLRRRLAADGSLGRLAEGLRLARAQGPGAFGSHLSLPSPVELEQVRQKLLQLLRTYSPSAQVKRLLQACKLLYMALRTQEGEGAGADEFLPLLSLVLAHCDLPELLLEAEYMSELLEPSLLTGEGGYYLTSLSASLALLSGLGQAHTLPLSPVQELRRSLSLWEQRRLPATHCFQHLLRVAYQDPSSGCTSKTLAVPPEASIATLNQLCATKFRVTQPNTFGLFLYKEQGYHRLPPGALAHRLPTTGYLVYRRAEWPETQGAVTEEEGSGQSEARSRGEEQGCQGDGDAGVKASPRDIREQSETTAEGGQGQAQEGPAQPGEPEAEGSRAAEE
# Numbers without * were called inactive; i = inactive; / = no result given; + = active, no number.
SMILES,SKN-1 block,Neddylation inh,MT1-MMP act inh,FAS TE block,E coli Lon inh,bovine MsrA act,MLLE-PAM2 inh,CendR NRP1 mod,Rin1 Abl inh
COc1ccc(C(C)(C)C)cc1NC(=O)COC(=O)C1=NNC(=O)CC1,0,i,2,-3,-2,3,-3,-8,0
COc1cc(CNc2ncc(-c3ccc(Cl)cc3)n2C)cc(OC)c1OC,12,i,2,1,3,-1,-5,1,-2
COc1ccc(NC(=O)CSCC(=O)Nc2nnc(C)s2)cc1,-18,i,0,-5,6,-7,-13,0,-1
CCOc1ccc2[nH]c3c(N4CCc5ccccc5C4)ncnc3c2c1,12,/,11,23,8,-10,-4,4,0
CCCc1cc(=O)[nH]c(SCC(=O)Nc2ccc(Br)cc2)n1,-14,i,2,-2,7,-3,-5,-3,2
C(=NN1CCCCCC1)c1cccc2ccccc12,4,i,-1,9,-4,-6,-30,0,1
O=C(CSc1nnc(-c2ccccc2)o1)N1CCc2ccccc2C1,-10,i,5,6,-5,3,-58,14,1
CC[C@]12C(=O)N(C)C[C@H]([C@@H]3C(=O)N(C)C(=O)[C@@H]31)N2C(=O)c1ccc(F)cc1,9,i,2,-9,-2,-3,-6,18,1
NS(=O)(=O)c1cccc(NC(=S)NC(=O)c2cccc([N+](=O)[O-])c2)c1,2,i,3,1,-3,-7,32,4,4
COCCCn1c(C)nnc1SCC(=O)NCc1ccco1,1,i,3,-5,-12,-4,10,8,2
CC1(C)C(=O)N(c2ccccc2)C(=O)c2ccccc21,8,i,0,-1,0,-3,8,7,3
O=C(c1ccccc1SCc1ccccc1)N1CCOCC1,-3,i,-1,-5,3,0,13,1,-2
CCOC(=O)C1=C(C)N(C2CCCCC2)C(=O)C1,2,i,3,-4,3,-2,-5,8,1
C/C(=N\NC(=O)NC1CCCCC1)c1ccc(OC(F)F)cc1OC(F)F,6,i,1,27,-5,-6,10,-11,-1
Cn1c(Cc2cccs2)n[nH]c1=S,7,i,2,-4,-5,3,-19,8,2
COc1cccc(/C=C/C(=O)NCc2ccc3c(c2)OCO3)c1,-14,i,2,5,0,-4,-2,2,0
CC12CC(NC(=O)N1c1cccc(C(=O)N3CCN(c4ccccc4)CC3)c1)c1ccccc1O2 (centres undefined),5,i,1,-10,5,-3,6,5,-2
Cc1cccc(OCC(=O)N(Cc2ccccc2)c2c(N)n(Cc3ccccc3)c(=O)[nH]c2=O)c1,-13,i,5,-1,-3,-12,-14,0,2
COc1cccc(OCc2cc(C(=O)N(Cc3nccn3C)C(C)C)no2)c1,20,i,0,-2,-13,0,26,3,2
O=C1CC2(CCCC2)Oc2ccccc21,-4,i,7,-6,-8,-5,16,20,-1

# The last three entries of the section above come first, to join the parts.
SMILES,SKN-1 block,Neddylation inh,MT1-MMP act inh,FAS TE block,E coli Lon inh,bovine MsrA act,MLLE-PAM2 inh,CendR NRP1 mod,Rin1 Abl inh
Cc1cccc(OCC(=O)N(Cc2ccccc2)c2c(N)n(Cc3ccccc3)c(=O)[nH]c2=O)c1,-13,i,5,-1,-3,-12,-14,0,2
COc1cccc(OCc2cc(C(=O)N(Cc3nccn3C)C(C)C)no2)c1,20,i,0,-2,-13,0,26,3,2
O=C1CC2(CCCC2)Oc2ccccc21,-4,i,7,-6,-8,-5,16,20,-1
Cc1ccc(C)c(CSc2nnc(C)c(=O)[nH]2)c1,4,i,1,-10,-9,-5,10,-7,2
Cc1ccc(-n2c(SCC(=O)NCc3ccco3)nc3c([nH]c4ccccc43)c2=O)cc1,-26,i,-2,-6,0,-6,-14,8,-1
Cc1ccc(OCC(=O)Nc2ccc(CN3CCOCC3)cc2)cc1C,-9,i,-7,-4,0,-5,10,4,1
COCC(=O)Nc1ccc(S(=O)(=O)Nc2cc(C)nc(C)n2)cc1,4,i,6,-4,-4,-8,6,-6,0
CC1CN(C(=O)CCC(=O)NCCCN2CCC(Cc3ccccc3)CC2)c2cc(Cl)ccc2O1 (centres undefined),15,i,-10,12,-5,-2,3,9,-4
CC(=O)OCCCN1C(=O)c2ccc(Br)cc2C1=O,15,i,-1,11,-4,-4,19,1,1
C=C(C)COc1ccc(-c2[nH]ncc2-c2ccc(OC)c(OC)c2)c(O)c1,12,i,-5,-35,-3,0,0,0,-1
O=C(NN1C(=O)C2C3C=CC([C@H]4CC34)[C@@H]2C1=O)c1ccc(Br)cc1 (some centres undefined),11,i,-1,-4,-3,2,-6,-4,1
Cc1cc(C(=O)N2CCC2(C)C(=O)O)c(C)o1 (centres undefined),20,i,-1,-3,-2,-1,-5,2,3
COC(=O)C1=CN(Cc2ccc(OC)cc2)C=C(C(=O)OC)C1c1ccsc1,3,/,-5,20,1,-2,10,13,3
COc1cc(CN2CCNC(=O)C2CC(=O)N2CCCCO2)cc(OC)c1 (centres undefined),-12,i,-4,-5,3,-11,2,1,1
CCC(C)NC(=O)CSc1nc2c(sc(=S)n2Cc2ccco2)c(=O)n1-c1ccccc1 (centres undefined),-4,i,-3,51*,7,1,13,10,2
Cc1cc(C)c2oc(C(=O)N(Cc3ccccc3)C3CCS(=O)(=O)C3)cc(=O)c2c1 (centres undefined),-2,i,2,6,7,-9,13,6,-4
Cc1cc(C)cc(N(CCC#N)C(=O)COC(=O)c2ccccc2SCC(=O)N2CCCC2)c1,-5,i,1,-3,-23,-2,3,5,-1
CS(=O)(=O)N1CCN(c2ccccc2NC(=O)c2ccc3ccccc3c2)CC1,8,i,1,20,9,-1,3,-6,-1
COc1ccccc1N(CC(=O)N/N=C(\C)c1ccc(F)cc1)S(=O)(=O)c1ccccc1,-17,i,-3,4,-6,0,11,0,4
CCN1CCCC1CNC(=O)C1CCN(C(=O)c2cc3sccc3n2Cc2ccc(F)cc2)CC1 (centres undefined),6,i,-2,-13,-1,-11,-7,6,3
CCOC(=O)c1[nH]n(-c2ccc(Cl)cc2)c(=O)c1C,0,i,-3,-5,-16,-1,-8,-1,1
COc1ccc(-n2cnnc2SCC(=O)Nc2cc(C(C)(C)C)nn2-c2ccccc2)cc1,3,i,5,-4,1,-12,-7,7,-1
O=C(COC(=O)c1cn(-c2ccccc2)nc1-c1cccs1)NC1CC1,-12,i,1,6,4,1,-9,15,-2
Cc1cc(C)c(NC(=O)CN2C(=O)NC3(CCOc4ccccc43)C2=O)c(C)c1 (centres undefined),3,i,1,0,-3,-3,-15,7,-4
CC1CCCCN1C(=O)CSc1nc(N)nc(N)n1 (centres undefined),0,i,1,-6,6,-6,1,9,-3
CN(C)c1cccc(C(=O)NCC(c2ccco2)N(C)C)c1 (centres undefined),-5,i,-2,-6,6,-1,0,4,0
COc1cc(OC)cc(C(=O)NCCNC(=O)c2ccco2)c1,-1,i,1,-4,12,4,-2,13,1
COc1ccc(CN2C(=O)C(CC(=O)NCC3CCCCC3)CC(C(=O)N3CCOCC3)=C2C)cc1 (centres undefined),-3,i,-1,-5,0,-4,-2,3,5
O=C(Nc1nccs1)c1ccc(NC(=O)c2ccco2)cc1,13,i,3,-9,1,-11,1,3,-2
Cc1ccc(NC(=O)CSc2n[nH]c(-c3ccncc3)n2)c(C)c1,-7,i,2,-6,9,-8,-22,8,-2
Cc1cccc(OC(C)C(=O)Nc2ccc(S(=O)(=O)N3CCCC3)cc2)c1 (centres undefined),15,i,-5,12,-15,-2,-1,1,-1
CCC(C)C1=CC(=Nc2c(C)n(C)n(-c3ccccc3)c2=O)C=C(C(C)CC)C1=O (centres undefined),2,i,-11,17,-8,-5,4,5,6
CC1=C(C(=O)O)N2C(=O)C(NC(=O)c3nn(C)cc3Cl)C2SC1 (centres undefined),4,i,7,-9,0,-3,26,-4,-1
Cc1onc(-c2ccccc2)c1C(=O)N1CCC(C)CC1,4,i,1,-2,-1,-1,-3,2,-1
O=C(NCCc1ccc(Cl)cc1)c1ccc2nc[nH]c2c1,8,i,2,-3,-1,-8,-4,4,-3
CCC(c1nnnn1Cc1ccco1)N1CCC(C(N)=O)CC1 (centres undefined),-7,i,-7,-2,-2,-5,10,-11,-2
Cc1ccc(S(=O)(=O)N(C)c2ccc(OC(C)C(=O)N(C)c3ccccc3)cc2)cc1 (centres undefined),7,i,0,19,-18,-2,-5,-7,3
Cc1cc(C(=O)Nc2c(F)cc(F)cc2Br)no1,-19,i,-1,-7,0,-3,-9,7,-4
CCN(CC)C(=O)C1CCC(CNS(=O)(=O)c2cccc3nsnc23)CC1 (centres undefined),-4,i,-3,-6,13,-3,-3,-5,0
O=C(C1CCCC1)N1CCN=C1SCc1cccc([N+](=O)[O-])c1,2,i,8,9,-6,-3,19,0,-3
COc1ccccc1C(=O)NCCCN1CCCC1=O,6,i,3,-8,-2,-1,5,3,0
C=C(C)Cn1c(SCC(=O)O)nnc1-c1ccccc1,7,i,1,-8,-8,-1,6,28*,0
O=C(CSc1nc2ccccc2n1CCc1ccccc1)c1ccc(O)c(O)c1,12,i,3,25,-6,-4,-99,-36,0
Cc1cccc(NC(=S)Nc2ccccn2)c1,1,i,1,10,6,-3,23,17,-1
Oc1ccccc1C=NNC(=S)NC1CC2C=CC1C2 (centres undefined),9,/,4,7,13,-1,26,1,5
COc1ccc(NC(C(=O)Nc2cccc(C(C)=O)c2)c2ccccc2)cc1 (centres undefined),0,i,-3,7,2,-5,-17,-7,-3
COc1cccc(NC(=O)CCSc2nnc3scc(-c4ccccc4)n23)c1,3,i,0,-9,-4,-5,-5,-7,-2
COc1ccc(Cl)cc1NC(=O)C1CCN(S(C)(=O)=O)CC1,0,i,0,-2,-1,-2,-3,-16,-1
CN(C(=O)c1ccc(S(=O)(=O)N(C)C)cc1)c1ccc2ccccc2c1,-7,i,-4,5,-4,-2,-2,2,2
COc1ccc(N=Nc2ccc(O)c3ncccc23)cc1,-3,i,8,0,2,-8,9,-1,0
CCc1cc2c(=O)n(-c3ccc(Br)cc3)cnc2s1,13,i,1,-4,8,-4,-4,-4,-3
COc1cc(CNCc2ccccc2)c(Br)cc1OC1CCCC1,11,i,-4,4,2,-4,9,14,8.8*
Cc1c(Cl)cccc1NC(=O)CC1NCCNC1=O (centres undefined),38*,i,-3,-4,-3,-3,-13,-4,-3
COc1ccc(CCNC(=O)C(=O)NCC2OCCN2S(=O)(=O)c2ccc(C)cc2)cc1 (centres undefined),-9,i,-3,-5,-5,0,-3,1,-1
Cc1cc(C)cc(C(=O)NCC(=O)OCC(=O)N(C)c2ccccc2)c1,-7,i,4,-2,-2,0,-6,-4,-4
CCc1ccc(NC(=O)C2CCN(S(=O)(=O)c3ccc4[nH]c(=O)ccc4c3)CC2)cc1,4,i,1,2,-7,-1,-7,-14,1
CC(C)OC(=O)/C(=C\c1ccc2c(c1)c1ccccc1n2C)NC(=O)c1ccccc1,-2,+,-2,23,-1,-1,10,-4,-2
C=CCOc1c(CNc2ccc3[nH]c(=O)[nH]c3c2)cccc1OC,10,i,3,-3,7,-1,-1,-4,-1
O=c1c(C(c2c(O)nc3n(c2=O)CCS3)c2cccc3ccccc23)c(O)nc2n1CCS2,3,i,0,-2,10,-7,27,-46,-1
Cc1ccc(N2C(=O)C3C4C=CC(C4)C3C2=O)cc1C (centres undefined),-4,i,9,-5,-3,-1,-7,0,-3
O=S(=O)(c1ccc(F)cc1)c1nc(-c2ccccc2F)oc1N1CCCCC1,14,i,-7,25,-3,-1,11,2,-3

# Marked active in Neddylation inh, of those listed so far:
Compound | SKN-1 block | Neddylation inh | MT1-MMP act inh | E coli Lon inh | bovine MsrA act | MLLE-PAM2 inh | CendR NRP1 mod | Rin1 Abl inh
CC(C)OC(=O)/C(=C\c1ccc2c(c1)c1ccccc1n2C)NC(=O)c1ccccc1 | -2 | + | -2 | -1 | -1 | 10 | -4 | -2
